# From PubChem
# IL2 activator – activates IL-2 in a cell-based reporter assay; AID 652025; 0.065% of 360,000 active; IL-2 activation reporter assay, cell-based qHTS; stimulated with anti-CD3/CD4/CD28 beads; in transgenic mouse T cells; activation, % (series mostly up to about 46 µM); in the data active means activation above about 50%; inconclusive means mostly about 30% to 49%; further: 0% is about no effect
#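 First, unstimulated transgenic mouse T cells were exposed to compound for 60 min. Next, anti-CD3/anti-CD4-coated beads with anti-CD28 were added. Finally, after 18 h at 37 degrees C, EGFP and DsRed were imaged.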
# HepG2 viability – kills HepG2 cells in TGF-b inhibitor counter-screen; HepG2 CAGA-GFP viability, ATP luminescence, 18 h; Potency, µM (series often up to 46.1 µM), inactives show at the highest dose activity change, negative = cytotoxicity, usual class: cytotoxic; 0.76% of 410,000 active; further: potency means the concentration at half of the fitted maximal effect; some results filed as inactive show a strong effect at the top dose
#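 CellTiter-Glo luminescence gave cytotoxicity after 18 hours at 37 degrees C. The cells were HepG2 CAGA-GFP in 1% FBS DMEM, stimulated with 500 pg/mL TGF-beta after compound addition. %Activity was normalised to no-cell wells (complete cell-killing) and DMSO (no toxicity), and curves were fitted and classified.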
# EPAC2 agonist – agonists of human EPAC2 (RAPGEF4). Q8WZA2. EPAC2 activation, biochemical qHTS; response scale: 100% = 6.5 mM cAMP response. Potency, µM (top dose mostly 154 µM), for inactives: at the highest dose activation, most hits filed as activators. 0.079% of 360,000 active. AID 720711; further: potency means the concentration at half of the fitted maximal effect; nearly all actives have a fitted effect of over 50% in size
# Target sequence (Q8WZA2 whole entry, looked up): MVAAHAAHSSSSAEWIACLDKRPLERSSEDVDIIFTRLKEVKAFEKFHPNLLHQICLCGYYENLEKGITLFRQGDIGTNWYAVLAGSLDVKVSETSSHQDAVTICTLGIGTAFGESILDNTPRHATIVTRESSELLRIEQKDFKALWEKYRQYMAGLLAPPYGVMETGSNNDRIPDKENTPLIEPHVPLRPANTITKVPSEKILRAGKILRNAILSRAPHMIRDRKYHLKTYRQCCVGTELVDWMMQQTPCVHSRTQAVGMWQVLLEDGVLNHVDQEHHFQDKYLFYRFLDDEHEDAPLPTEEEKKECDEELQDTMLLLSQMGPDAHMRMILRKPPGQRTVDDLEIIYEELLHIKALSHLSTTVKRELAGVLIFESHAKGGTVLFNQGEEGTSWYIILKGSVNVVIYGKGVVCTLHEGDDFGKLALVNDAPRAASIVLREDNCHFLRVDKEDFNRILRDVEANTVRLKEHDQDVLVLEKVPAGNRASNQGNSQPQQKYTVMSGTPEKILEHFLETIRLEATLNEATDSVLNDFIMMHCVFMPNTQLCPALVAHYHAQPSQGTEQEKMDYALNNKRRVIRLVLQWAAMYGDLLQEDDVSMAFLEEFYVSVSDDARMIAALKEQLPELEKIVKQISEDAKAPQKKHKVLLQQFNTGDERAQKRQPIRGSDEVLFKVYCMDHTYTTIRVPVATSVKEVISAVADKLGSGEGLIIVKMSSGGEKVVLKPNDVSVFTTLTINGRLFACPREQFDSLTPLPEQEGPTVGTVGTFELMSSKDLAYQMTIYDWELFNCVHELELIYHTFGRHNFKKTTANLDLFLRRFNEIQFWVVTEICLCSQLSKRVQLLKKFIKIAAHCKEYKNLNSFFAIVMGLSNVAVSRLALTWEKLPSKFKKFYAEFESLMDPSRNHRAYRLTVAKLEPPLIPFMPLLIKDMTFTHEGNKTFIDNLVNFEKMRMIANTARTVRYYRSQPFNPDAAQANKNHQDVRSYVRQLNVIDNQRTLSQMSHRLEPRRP
#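 Nucleotide exchange monitored as fluorescence drop when BODIPY-GDP leaves Rap1B. Reaction: 100 nM EPAC2, 250 nM RAP1B-BODIPY-GDP, 50 uM GDP, room temperature, kinetic read over 30 min. Activity expressed relative to 6.5 mM cAMP.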
# Nrf2 ARE act – Nrf2 pathway activation; AREc32 ARE-luciferase reporter (MCF7-derived line), luminescence, 24 h; Potency, µM (series often up to 46.1 µM), inactives show top-dose activation, usual class: activators; 0.31% of 410,000 active; AID 624171; further: potency means the concentration at half of the fitted maximal effect; % of control where 0% means no effect; nearly all actives have a fitted effect of over 65% in size
#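 Nrf2 activation is followed as ARE-luciferase induction in the AREc32 line after one day of compound treatment; luminescence is read with Steady-Glo.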
# ATXN viability – cell viability loss in ATXN counter-screen; S2 cells (HEK-293 line with an ATXN2-luciferase reporter) viability, CellTiter-Fluor protease fluorescence, 24 h; Potency, µM (titrated, usually from 56.7 µM), usual class: cytotoxic; 0.49% of 400,000 active; AID 651635; further: potency means the concentration at half of the fitted maximal effect; nearly all actives have a fitted effect of over 40% in size
# A549 tox – kills or reduces viability of A549 cells in Nrf2 counter-screen | 0.16% of 390,000 active | Potency, µM (titrated, usually from 46 µM), for inactives: at the highest dose activity change, negative = cytotoxicity, usual class: inhibitors | A549 ARE-Fluc cells, CellTiter-Fluor viability, 18-24 h; further: potency means the concentration at half of the fitted maximal effect; on the % scale 0 is the no-effect control and ±100 the full control effect
#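 A549 ARE_Fluc cells in 5% FBS OPTI-MEM were exposed to compounds in concentration-response for 18-24 h at 37 deg C. Viability was read by CellTiter-Fluor fluorescence (Ex 405/Em 525) after 30 min, before the luciferase read.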
# Nrf2 block – blocks Nrf2 signaling; 2.1% of 360,000 active; A549 ARE-Fluc reporter, luciferase luminescence, 18-24 h; Potency, µM (titrated, usually from 46 µM), without a hit: top-dose activity change, negative = inhibition, usual class: inhibitors; further: potency means the concentration at half of the fitted maximal effect; on the % scale 0 is the no-effect control and ±100 the full control effect; nearly all actives have a fitted effect of over 60% in size
#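 In this cell-based qHTS, ARE-driven firefly luciferase in A549 cells reports Nrf2 activity; the luminescent signal after BugLite lysis is the measured value, with a prior CellTiter-Fluor read for cell health.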
# ATXN2 expr inh – inhibitors of ATXN2 expression. HEK-293 ATXN2-luciferase reporter, luminescence, 24 h. AID 1745845. 0.72% of 360,000 active. Potency, µM (highest dose often 57 µM), inactives show top-dose activity change, negative = inhibition, most hits filed as inhibitors; further: potency means the concentration at half of the fitted maximal effect; on the % scale 0 is the no-effect control and ±100 the full control effect; nearly all actives have a fitted effect of over 55% in size
#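 qHTS (up to 57 uM final) was run with 24 h compound exposure of reporter cells at 37 °C. Each well was multiplexed: SteadyGlo luminescence measured ATXN2-luciferase expression after a fluorogenic Gly-Phe-AFC viability readout (25 uM final).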
# TGFb SMAD3 inh – TGF-b pathway inhibition; HepG2 CAGA-GFP TGF-b/SMAD3 reporter, GFP fluorescence, 18 h; TGF-beta stimulated, 500 pg/mL final; Potency, µM (series often up to 46.1 µM), inactives show at the top dose activity, negative = inhibition, most hits filed as inhibitors; 1.2% of 410,000 active; AID 588855; further: potency means the concentration at half of the fitted maximal effect; on the % scale 0 is the no-effect control and ±100 the full control effect; nearly all actives have a fitted effect of over 65% in size
#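 Per well, imaged GFP fluorescence of HEPG2 CAGA-GFP cells gives the signal; cells get compound, then TGF-beta (500 pg/mL final), 18 h at 37 degrees C; %Activity versus -TGF-beta and +DMSO controls.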
# * = called active by the depositor; i = inactive; ? = inconclusive; . = no result given; & = joins results of further samples; [ ] = dose if it differs, or a comment. Unless noted, the call rests on the fitted dose curve; in most records, active means well fitted curve in the direction sought with a large enough effect; inconclusive means small, poorly fitted or top-dose-only effect, or another doubt; inactive means no such curve, though single readings can be large; an effect the other way counts as inactive or inconclusive.
# Each structure is followed by: A549 tox	ATXN2 expr inh	EPAC2 agonist	HepG2 viability	Nrf2 block	TGFb SMAD3 inh	IL2 activator	Nrf2 ARE act	ATXN viability
O=C1NCCN(Cc2c(F)cccc2Cl)C1CC(=O)N1CCCO1 (stereo not drawn)
  5%	3%	4%	0%	0%	18%	0.0	-0.5%	i
COc1ccc(CN(C(=O)c2oc3ccc(F)cc3c2C)C2CCS(=O)(=O)C2)cc1 (stereo not drawn)
  -9%	-4%	12%	3%	-20%	3%	-0.5	0.1%	i
OC(CNCCNc1ncccc1C(F)(F)F)COc1ccc(F)cc1 (stereo not drawn)
  4%	-15%	1%	-18%	10%	1%	-0.1	-0.6%	i
CC1=C(C(=O)Nc2ccc(C)cc2C)C(c2ccccc2[N+](=O)[O-])n2ncc(C(=O)Nc3ccccc3)c2N1 (stereo not drawn)
  0%	.	.	-2%	?	?	.	7.7%	.
Cc1ncc(CO)c(/C=N/NC(=O)c2ccc(O)cc2)c1O
  12%	-4%	0%	-11%	-14%	-1%	0.0	-0.2%[9.22 µM]	i
COc1ccccc1CCCNC(=O)C1CCC(=O)N(CCc2ccc(Cl)cc2)C1 (stereo not drawn)
  -18%	-3%	4%	-48%	?	-16%	-4.5	4.4%	i
COc1ccc(C)cc1NC(=O)CN(c1ccc(C)cc1)S(C)(=O)=O
  1%	10%	9%	-10%	-18%	-2%	2.3	-0.4%	i
CCC(C)[C@H]1COCCS(=O)(=O)N1Cc1ccccc1F (stereo partly drawn)
  -1%	-10%	9%	-19%&-15%	4%	?	-0.2	0.3%	i
CC12COC3(C(=O)N4CCN(c5ccccn5)CC4)CC1CCC32C (stereo not drawn)
  13%	7%	-3%	-15%	4%	-3%	2.0	-0.7%	i
CCC(C(=O)O)P(=O)(c1ccc(Cl)cc1)c1ccc(Cl)cc1 (stereo not drawn)
  -5%	0%	2%	9%	5%	2%	-1.0	0.0%[9.22 µM]	i
CC1=C(C(=O)OC2CCCCC2)C(c2cccnc2)n2ncnc2N1 (stereo not drawn)
  -9%	-14%	-1%	5%	?	?	-1.2	-0.2%	i
COc1ccc(N2CCN(C(=O)Cc3csc(NC(=O)Nc4ccccc4OC)n3)CC2)cc1
  -14%	-33%	19%	-29%	?	-21%	-6.4	1.6%	?
Cn1ccc2c(-c3cccc4ccccc34)cc3c(c21)C1CCC3C1 (stereo not drawn)
  .	-1%	16%	-9%	.	-14%	-0.4	2.9%	i
O=C(Nc1cccc(Cl)c1)Nc1cnccn1
  7%	13%	5%	-7%	?	3%	-1.8	2.7%	i
COc1ccc([C@H]2C[C@H](n3cc(COC(=O)c4ccccc4)nn3)[C@@H](O)CN2C(=O)c2cccs2)cc1
  .	6%	10%	-14%	.	-6%	3.1	2.8%	i
NC(=O)N/N=C\c1cc(Br)ccc1O
  -2%	?	0%	-27%	17%	-3%	-1.9	9.3%	.
CN1CCN(CCc2nc3cc(NC(=O)COc4ccc(Cl)cc4)ccc3n2C)CC1
  1%	-14%	-1%	-22%	-7%	2%	-2.2	5.1%	i
COc1cccc(N2C(=O)C(Cc3c[nH]c4ccccc34)NC2=S)c1 (stereo not drawn)
  -1%	17%	3%	-2%	8%	-2%	-0.6	0.1%	i
CN(C)S(=O)(=O)c1ccc(C(=O)Oc2ccccc2)cc1
  15%	-8%	-11%	-4%	.	30%	5.9	0.0%	i
COc1ccc(NC(=O)Cn2nc(C(=O)O)c3ccccc3c2=O)cc1OC
  4%	12%	2%	-4%	-2%	-24%	0.1	0.4%	i

# Single records, from the list above:
# `COc1ccc([C@H]2C[C@H](n3cc(COC(=O)c4ccccc4)nn3)[C@@H](O)CN2C(=O)c2cccs2)cc1` is listed with A549 tox = .; ATXN2 expr inh = 6%; EPAC2 agonist = 10%; HepG2 viability = -14%; Nrf2 block = .; TGFb SMAD3 inh = -6%; IL2 activator = 3.1; Nrf2 ARE act = 2.8%; ATXN viability = i
# `CC1=C(C(=O)OC2CCCCC2)C(c2cccnc2)n2ncnc2N1` (stereo not drawn) is listed with A549 tox = -9%; ATXN2 expr inh = -14%; EPAC2 agonist = -1%; HepG2 viability = 5%; Nrf2 block = ?; TGFb SMAD3 inh = ?; IL2 activator = -1.2; Nrf2 ARE act = -0.2%; ATXN viability = i

# The listing continues.
# Each structure is followed by: A549 tox	ATXN2 expr inh	EPAC2 agonist	HepG2 viability	Nrf2 block	TGFb SMAD3 inh	IL2 activator	Nrf2 ARE act	ATXN viability
CCc1c(C)sc(NC(=O)c2ccco2)c1C(=O)N1CCCCC1
  -2%	-3%	-12%	0%	3%	-3%	-0.6	0.3%	i
O=C1CCN(S(=O)(=O)c2ccccc2)CCN1CCOCc1cccc(F)c1
  10%	2%	11%	5%	14%	-3%	0.4	-0.7%	i
CN(C)c1ccc(CNC(=O)CN(C)S(=O)(=O)c2ccc3c(c2)c(=O)n(C)c(=O)n3C)cc1
  0%&-9%	11%&2%	7%	-6%&5%	0%&1%	1%&-2%	-0.2	-0.4%&0.2%	i
CCN1CCC(N(Cc2ccc3c(c2)OCO3)C(=O)Nc2cc(Cl)ccc2C(=O)OC)CC1
  -11%	25µM*	.	-108%	21%	?	.	-4.8%	16µM*
Cc1ccc(-c2nnn(CC(=O)NCC3COCCO3)n2)o1 (stereo not drawn)
  -4%	0%	-8%	3%	14%	-7%	-1.1	-0.8%	i
CC(C)(C)C(=O)Nc1ccc2nc(SCC(=O)N3CCCC3)sc2c1
  -5%	.	.	4%	13%	-17%	.	0.1%	.
Cc1cccc(C(=O)NC(=S)N2CCN(c3ccc([N+](=O)[O-])cc3)CC2)c1
  0%	-12%	6%	-11%	-7%	?	-0.7	0.2%	i
Nc1nc(SCc2ccc(F)cc2)ns1
  -5%	.	-2%	0%	?	4%	-0.4	4.0%	i
CCCn1cc(S(=O)(=O)CC(=O)N2CCc3ccccc32)c2ccccc21
  -5%	-3%	1%	-10%	-5%	-2%	-0.7	1.9%	i
O=C(c1ccccc1)c1ccc(CN2C(=O)c3ccccc3C2=O)o1
  4%	0%	14%	12%	9%	2%	-1.1	0.3%	i
CCCn1c(NCc2ccc(C)o2)nc2ccccc21
  -2%	10%	-1%	-5%	10%	-1%	-3.3	-0.2%	i
CCCCCCN1C(=O)C(O)=C(C(C)=O)C1c1ccc(Cl)cc1 (stereo not drawn)
  -5%	-3%	-24%	2%	.	-2%	-0.7	0.3%	i
Cc1cc(C)c2ccc(C)[n+]([O-])c2c1O
  16%	2%	8%	-1%	-25%	4%	0.4	-0.8%	i
COc1ccc(N2CCN(C(=O)C(NC(=O)c3c(F)cccc3F)C(C)C)CC2)cc1 (stereo not drawn)
  0%	-12%	-2%	1%	-15%	-12%	0.9	0.2%	?
CCOC(=O)C1CCN(Cc2nc3ccccc3c(=O)n2-c2ccc(F)cc2)CC1
  8%	-6%	-4%	0%	12%	-1%	0.4	3.0%	i
CCCNC(=O)Cn1nc(-c2ccc(C)c(C)c2)c2cnc3ccc(F)cc3c21
  5%	13%	.	-3%	?	15%	.	4.4%	i
O=C(Nc1ccn(CCCN(CCCn2ccc(NC(=O)OCc3ccccc3)nc2=O)CCc2cc3ccccc3[nH]2)c(=O)n1)OCc1ccccc1
  -4%	-14%	15%	-17%	-10%	-16%	-0.7	12%	i
O=C(NCc1ccco1)C1CCCN1C(=O)Nc1ccccc1Cl (stereo not drawn)
  2%	-2%[11.3 µM]	0%	0%	-3%	-6%	1.4	0.1%	i
C/C(=N\OC(=O)Nc1ccc(Cl)cc1)c1ccc(F)c(F)c1
  1%	22%	3%	-96%	9%	0%	-0.1	1.5%	i
O=c1[nH]c(SCc2ccc(F)cc2)nc2c1cnn2-c1ccc(F)cc1
  2%	-21%	-3%	-2%	-25%	4%	-0.5	0.1%	i
COc1ccccc1-c1cnc(C(O)c2ccc(F)c(F)c2)[nH]1 (stereo not drawn)
  .	11%	-3%	4%	.	-1%	-0.6	4.8%	i
CCOC(=O)c1cc(S(=O)(=O)Nc2cc(C)c(Cl)cc2OC)[nH]n1
  4%	-4%	.	-49%	.	?	.	5.3%	i
COc1ccc(CC(=O)Oc2ccccc2Cl)cc1S(=O)(=O)N1CCOCC1
  -8%	26%	1%	11%	-1%	3%	2.4	2.6%	i
O=c1ccnc(SCn2nnc3ccccc3c2=O)[nH]1
  5%	7%	3%	-31%	.	3%	1.3	0.5%	i
COc1ccc([N+](=O)[O-])cc1N(CC(=O)NC1CCCC1)S(C)(=O)=O
  7%	12%	5%	2%	2%	1%	-0.2	-0.7%	i
Nc1ccc(Cc2ccc(N)c(O)c2)cc1O
  -14%	0%	-7%	-16%	-7%	0%	2.8	3.4%	?
Cc1nc(NC(=O)c2ccccc2)sc1-c1csc(NCc2ccco2)n1
  -12%	?	16%	-36%	16%	?	-1.2	0.7%	i
O=C(Nc1nnc(S(=O)(=O)N2CCCC2)s1)c1ccccc1Br
  2%&0%	11%&4%	-1%	-20%&-4%	?	-15%&-2%	2.4	0.0%&4.7%	i
O=C(CN1CCCC1)Nc1ccc(OC(F)(F)F)cc1
  6%	0%	0%	0%	22%	1%	0.6	0.1%	i
Cc1nc(-c2cccc(NC(=O)c3cccc(S(=O)(=O)N4CCCC4)c3)c2)cs1
  -17%	?	3%	-5%	?	-30%	-0.7	0.3%	?
CCN1C(=O)[C@@H]2[C@@H](c3ccc(-c4ccc(Cl)c(Cl)c4)cc3)N3CCC[C@@]3(C(=O)OC)[C@@H]2C1=O
  0%	?	4%	-23%	?	?	-1.8	2.0%	i
CCc1ccc(NC(=O)C(C)OC(=O)/C=C/c2ccc(O)c(OC)c2)cc1 (stereo not drawn)
  -7%	-3%	1%	-28%	5%	-2%	1.2	18%	i
CC(C)N(C(=S)Nc1cccc(C(F)(F)F)c1)C(C)c1ccccn1 (stereo not drawn)
  2%	-21%	11%	-21%	3%	-24%	2.9	-0.1%	i
